Assay outcomes as filed in PubChem BioAssay.
HIF-2a inh: HIF-2a reporter inhibitors, primary screen, luminescence, 786-0 RCC cells; 786-0 RCC cells HIF-2a reporter, luciferase luminescence, overnight; inhibition, % at 18.8 µM; actives 0.72% (n = 360,000);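 active means inhibition of the luminescence signal of 40% or more relative to plate controls, in a single-dose primary screen at 18.75 µM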
Shn3 3UTR inh: reduction of Shn3 3'UTR firefly luciferase signal, primary screen, Schnurri-3 inhibitor project, cell-based, Clone20 osteoblasts, set 2 | Clone20 osteoblast Shn3 3'UTR firefly luciferase, 24 h | inhibition, % at 12.5 µM | actives 0.52% (n = 360,000);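 active means mean inhibition of at least 75% with every replicate also reaching 75%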;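 further: 0% = median of neutral control wells and 100% = pilot-screen positive control compound; some compounds past the cut are filed as inactive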
NR2E3 ag-1: NR2E3 agonists in two-hybrid cells, primary screen, cell-based, luminescence, CHO-S, Gal4-NCOR/VP16-NR2E3; Photoreceptor-specific nuclear receptor (Homo sapiens), Q9Y5X4; luciferase; inhibition of corepressor binding, % at 3.98 µM; actives 0.35% (n = 360,000); AID 602229, 2012;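 active means inhibition above the mean of all tested compounds plus 3 SD, cut at about 70% in these data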;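 further: 0% = DMSO with NR2E3 transfected cells and 100% = cells lacking NR2E3 construct; higher means lower luciferase signal from less NR2E3 corepressor binding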
Target sequence (Q9Y5X4 whole entry, looked up, the tested form may be a part): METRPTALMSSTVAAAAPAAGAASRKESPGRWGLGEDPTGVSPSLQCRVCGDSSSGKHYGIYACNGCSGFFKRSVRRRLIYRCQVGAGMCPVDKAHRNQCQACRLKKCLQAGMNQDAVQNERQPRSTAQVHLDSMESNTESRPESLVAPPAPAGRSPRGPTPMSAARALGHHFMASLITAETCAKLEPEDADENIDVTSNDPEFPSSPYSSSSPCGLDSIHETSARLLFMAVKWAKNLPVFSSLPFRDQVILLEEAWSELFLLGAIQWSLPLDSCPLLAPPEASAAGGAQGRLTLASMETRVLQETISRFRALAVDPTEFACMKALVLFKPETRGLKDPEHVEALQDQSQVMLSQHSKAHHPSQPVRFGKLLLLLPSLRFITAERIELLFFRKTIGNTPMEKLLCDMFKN
Peg3 promoter: Peg3 promoter-driven luciferase inhibitors, primary screen, cell-based, HeLa, luciferase luminescence; HeLa PEG-Prom luciferase reporter, overnight; inhibition, % at 20 µM; actives 1.7% (n = 360,000);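 active means inhibition of at least 50% at 20 µM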
TRAIL sens C8: viability loss with TRAIL in NB7+C8 cells, primary screen, TRAIL sensitizer project, cell-based, ATPlite luminescence. inhibition (viability loss, TRAIL sensitization), % at 10 µM. AID 624354, 2012. actives 1% (n = 360,000);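 active means compounds causing at least 50% loss of cell viability in the single-dose screen, relative to plate controls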
NR2E3 ag-2: inhibitors of NR2E3-RetCOR corepressor binding, primary screen, NR2E3 agonist project, biochemical, TR-FRET, GST-NR2E3, biotin-RetCOR; AID 2300, 2010; Photoreceptor-specific nuclear receptor (Homo sapiens), Q9Y5X4; actives 0.12% (n = 320,000); inhibition of corepressor binding, % at 4.78 µM; 1536-well;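 active means percent inhibition above the cutoff of mean plus 3 SD of all tested compounds, set per screening campaign, cut at about 20% in these data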;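 further: 0% = DMSO wells and 100% = biotin wells as full block of FRET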
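Material: NR2E3–RetCOR corepressor complex / Incubation: Compound–protein incubation for 5 h at 4 °C / Dosing: compound at 4.8 µM, single dose / Detection: time-resolved FRET / Benchmarks: high control biotin, low control 0.6% DMSO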
KKLEB tox: cytotoxicity in KKLEB CF airway cells, primary screen, cytotoxicity control for CF NF-kB inhibitor project, cell-based, uHTS, fluorescence assay plates. KKLEB CF airway cells viability, ATPlite luminescence, overnight; hits give low values; cells stimulated with P. aeruginosa culture filtrate. activity change (cytotoxicity), % at 5 µM. actives 0.36% (n = 360,000). AID 602141, 2011;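 active means corrected activity change at or below -50% at 5 µM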
MITF TRPM1 inh: inhibitors of MITF-dependent TRPM1 promoter reporter, primary screen, cell-based, SK-MEL-5, single point, luciferase; SK-MEL-5 TRPM1 promoter luciferase, 24 h; inhibition, % at 12.5 µM; actives 0.83% (n = 330,000); AID 488899, 2010;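 active means mean inhibition across replicates of 60% or more, whatever share of single replicates reaches that level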; further: values of inactives mirror those of a sister screen read the other way
iPSC survival up: enhancers of single-cell hiPSC survival, primary screen, ATPlite luminescence | actives 0.044% (n = 360,000) | survival enhancement, % at 20 µM | 100% = ROCK inhibitor wells, 0% = DMSO; in the data active means survival enhancement above about 18%;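 further: cells exposed to compounds for 16 hours before the ATP read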
EBV LMP1 NFkB: EBV LMP1-driven NF-kappaB luciferase reporter inhibitors, primary screen, cell-based, luminescence, single point | LMP1-induced NF-kappaB luciferase reporter cells | actives 0.69% (n = 350,000) | inhibition, % at 12.5 µM; in the data active means inhibition above about 41%;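 further: 0% = neutral control wells and 100% = reference inhibitor control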
CF NFkB inh: inhibitors of PAF-induced NF-kB signaling, primary screen, cell-based, GFP fluorescence, uHTS | KKLEB NF-kB-GFP reporter, GFP fluorescence overnight | inhibition, % at 5 µM | actives 0.86% (n = 360,000);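 active means at least 50% inhibition at 5 µM, scaled per plate between neutral and stimulator controls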;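 further: PAF is a Pseudomonas aeruginosa culture filtrate used as stimulus; plate controls were PAF-stimulated DMSO wells for no effect and unstimulated DMSO wells for full effect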
Numbers without * were called inactive; . = no result given. Not all compounds are listed; the hit share may differ from the screen's.

SMILES	HIF-2a inh	Shn3 3UTR inh	NR2E3 ag-1	Peg3 promoter	TRAIL sens C8	NR2E3 ag-2	KKLEB tox	MITF TRPM1 inh	iPSC survival up	EBV LMP1 NFkB	CF NFkB inh
COc1cc(CNc2nccn3ccnc23)cc(OC)c1	14	1	-34	4	-1	.	-3	.	-0.4	.	6
Cc1cccc(NC(=O)CCc2c(C)nn(-c3ccc(N4CCOCC4)nn3)c2C)c1	-87	-25	-48	-106	-10	-3	-7	-27	-0.6	-8	-26
C=CC[C@@H](CC(=O)N[C@@H](CO)Cc1ccccc1)C(=O)N[C@H](COC(=O)[C@@H](CC=C)Cc1ccc(F)cc1)Cc1ccccc1	11	-16	7	40	15	.	1	-5	-1.3	8	-13
C=CCc1ccccc1OCCCCN1CCCC1	11	-41	-18	-3	-11	2	1	6	-2.0	-3	-1
Cn1c(Cn2c(=O)sc3ccccc32)nnc1SCC(=O)NCc1ccc(F)cc1	8	14	-3	10	3	-1	5	-4	1.7	-1	0
O=C(Cc1c(F)cccc1Cl)N1CCN(C(=O)c2ccco2)CC1	-9	-2	-18	-6	-5	-1	-3	8	-0.8	2	8
CC(C)O/C(=N/S(=O)(=O)c1ccc(Cl)cc1)c1ccccc1	12	2	22	8	-19	.	12	-4	1.6	2	-27
Cc1ccc(F)c([C@H]2C3C=CCC(c4ccccc4)C3C(=O)N2Cc2ccccc2)c1 (stereo not given in full)	36	-8	-6	22	34	-4	-16	-9	4.6	-15	63*
O=C(c1cccc(S(=O)(=O)N2CCN(c3ccc(F)cc3)CC2)c1)N1CCCC1	16	62	15	15	0	.	-6	8	-2.1	1	1
CCc1cccc(CC)c1N1C(=O)CSCC1=O	12	-7	6	7	-7	.	-10	.	-2.4	4	12
COc1ccccc1C(=O)/C=C/c1ccc(N2CCCCC2)c([N+](=O)[O-])c1	44*	-15	-38	105*	11	-1	-34	5	-2.4	-11	-2
Cc1cccc(N2CC(C(=O)NCCC3=CCCCC3)CC2=O)c1C (stereo not given)	-18	-10	26	-7	-10	3	-11	-3	-0.1	-2	6
O=C(NCCc1ccccc1)c1cnn2c(C(F)F)cc(C3CC3)nc12	2	11	17	18	3	0	-7	-19	-0.7	11	17
Cc1nc2ccccn2c1C(=O)OCC#N	10	-10	6	-13	-1	1	9	-1	6.6	-4	0
O=C(c1ccc(C(F)(F)F)cc1)n1ccc(-c2cccs2)n1	-4	-12	7	-9	6	0	12	1	0.7	-2	-2
CCOc1ccc(N(CC(=O)NC2CCCC2)S(=O)(=O)c2c(C)noc2C)cc1	-3	11	15	18	4	3	9	-8	-1.4	8	3
CCOc1ccc(N(C(=O)c2cc3ccccc3oc2=O)C2C=CS(=O)(=O)C2)cc1 (stereo not given)	13	5	19	5	1	-9	-6	2	-0.6	-1	-22
Cc1cc(SCC(=O)OCC(=O)N(C)C2CCS(=O)(=O)C2)c(C)cc1Br (stereo not given)	10	-6	-42	2	0	3	2	5	-0.5	-7	5
COc1cc(NC(=O)c2cc3nc(C)cc(C)n3n2)c(OC)cc1Cl	-271	-44	-129	-254	13	-1	2	-105	-2.0	-67	-24
Oc1ccc(Cl)cc1C=Nc1ccc2c3c(cccc13)CC2	15	11	-79	1	-15	-10	9	9	-0.6	-19	8
O=C1C2C3C=CC(C4CC34)C2C(=O)N1Cc1ccco1 (stereo not given)	12	6	-1	11	4	-2	-2	1	-1.9	6	18
COc1cc(Cl)c(C)cc1NC(=O)COc1cc(C)nc(C(C)C)n1	11	-24	-2	5	2	-1	-14	7	-0.4	1	-30
CCNC(=O)CSc1nnc(-c2cccc(S(=O)(=O)N3CCOCC3)c2)o1	-1	-13	27	-3	-1	.	13	-2	-0.1	-2	-19
CCC(C)(C(=O)NC1CCCCC1)N(C(=O)C1CCC(=O)N1)c1ccccc1 (stereo not given)	3	2	-10	8	-4	0	1	2	3.3	-32	-19
N#CCSc1nc2ccccc2c(=O)n1CCC(=O)NCCc1ccccc1	8	10	-33	11	5	-2	-8	-2	0.0	8	13
CN(C(=O)c1ccc(-c2ccccc2)cc1)C1CCCCC1	-249	-106	-63	-267	20	3	-4	.	-0.2	.	0
O=[N+]([O-])c1ccc(-c2csc(Nc3ccccc3)[n+]2Cc2ccccc2)cc1	-95	11	-36	-24	4	-3	6	4	-1.0	1	-10
Cc1ccccc1C(=O)N1CCCC(N2CCN(Cc3ccc4c(c3)OCO4)CC2)C1 (stereo not given)	-1	-6	-11	-4	-3	0	3	7	0.3	3	0
CCN1CCN(C(CNS(=O)(=O)c2ccc(C)cc2)c2cccnc2)CC1 (stereo not given)	1	16	0	11	-12	1	-7	-18	0.1	-8	32
C=C(C)[C@@H]1CCC2(C(=O)O)CC[C@]3(C)[C@H](CC[C@@H]4[C@@]5(C)CCC(=O)C(C)(C)[C@@H]5CC[C@]43C)[C@@H]12 (stereo not given in full)	8	-18	-1	8	8	-2	-17	10	-1.8	49*	63*
O=C(c1[nH]c(C(F)(F)F)nc1-c1ccccc1)N1CCN(c2c(Cl)cncc2Cl)CC1	-1	-2	15	12	-9	.	-8	.	-2.3	.	64*
CC(=O)c1ccc(S(=O)(=O)NCC(=O)NC(c2nc3ccccc3[nH]2)C(C)C)cc1 (stereo not given)	-11	-4	-20	2	-3	.	5	9	-0.2	0	-5
O=C(O)c1cc(-c2ccc(/C=C3\NC(=O)N(c4ccccc4)C3=O)o2)ccc1Cl	-11	-3	3	-4	12	1	6	3	0.6	0	-12
O=C(CNCCO)Nc1ccc(F)c(Cl)c1	7	4	-14	0	-7	3	5	-3	-0.5	-3	-1
CCOC(=O)C(C)CC(C)C(=O)N1CCOCCN(C(=O)C(C)CC(C)C(=O)OCC)CCOCC1 (stereo not given)	14	-2	-8	6	7	-2	3	4	4.3	-9	-8
CCOC(=O)c1c(C)[nH]c(C(=O)N2CCCC(C(=O)c3ccccc3OC)C2)c1C (stereo not given)	-37	-1	-21	-10	-12	2	-13	-5	-0.8	-7	19
CCOC(=O)c1ccc(NC(=O)CSc2nnc(CCc3ccc(C)o3)n2-c2ccccc2)cc1	3	12	-10	4	2	-2	9	7	8.7	3	6
COc1cccc(NC(C)(C)c2nnnn2-c2c(C)cccc2C)c1	7	-63	-27	22	5	-1	-8	2	-0.6	2	6
Cc1ccccc1Nc1nnc(SCC(=O)NC2CCCc3ccccc32)s1 (stereo not given)	18	17	12	12	13	-2	18	2	10	-6	2
Cc1ccc(C)n1-n1cnc2sc3c(c2c1=O)CCCCC3	22	5	18	15	-1	-1	4	6	5.4	-8	1
C=CCn1c(N)c(C(=O)OC(C)(C)C)c2nc3ccccc3nc21	5	-15	-2	23	-5	.	-15	4	-1.8	8	11
O=C(C1CC1)N1c2ccccc2Sc2ccccc21	35	21	9	39	11	.	4	13	-0.7	-12	0
O=C(COC(=O)CCC(=O)c1ccc(Cl)cc1)NCc1ccc(F)cc1	9	29	-13	11	-6	.	-10	-6	1.0	2	2
CCOC(=O)c1c(C)nc(C)c(C(=O)OCC)c1-c1ccco1	25	9	2	22	-14	-1	-4	-1	-0.8	-9	-4
CC(Oc1ccc2ccccc2c1)C(=O)NNC(=O)Nc1ccccc1 (stereo not given)	9	0	28	13	5	.	28	0	0.4	6	-59
COC(=O)c1cc(Cl)c(NC(=O)C(C)C)cc1OC	12	-17	-12	10	-9	-6	-8	-1	0.6	-3	-30
O=C(N=Nc1c(O)[nH]c2ccc(F)cc12)C1COc2ccccc2O1 (stereo not given)	6	-19	-33	-9	-16	0	8	9	-0.9	2	-5
Nc1cc(Cl)ccc1C(=O)OCC(=O)N1CCCCCC1	-193	-127	-45	-187	-8	.	4	-78	-2.3	-14	6
